Screens from PubChem.
CCHFV vOTU inh – CCHFV vOTU protease inhibition; 0.55% of 370,000 active; AID 651958; Pep-AMC fluorescence; inhibition, % at 11.5 µM; in the data active means inhibition above about 30%; further: 0% = vehicle wells with enzyme and 100% = no enzyme wells
Yp Topo-I inh – blocks Yersinia pestis topoisomerase I activity | Y. pestis Topo-I cleavage product accumulation, plate reader | 0.064% of 360,000 active | activity, % at 10 µM | AID 504884; in the data active means activity above about 50%, passing the limit was not always enough; further: inactives centre near 2
MazF activator – increases E. coli MazEF RNase cleavage of RNA | FAM/BHQ RNA-DNA oligo cleavage fluorescence, 5 h | AID 504720 | 0.32% of 350,000 active | P0AE70 | activation, % at 20 µM; in the data active means activation above about 50%
Target sequence (P0AE70 whole entry, looked up): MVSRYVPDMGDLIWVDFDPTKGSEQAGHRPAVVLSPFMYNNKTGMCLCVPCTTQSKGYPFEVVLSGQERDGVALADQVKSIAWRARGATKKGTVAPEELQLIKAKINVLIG
TcdB inh – blocks C. difficile toxin B glycohydrolase activity; AID 652162; TcdB glycohydrolase enzymatic assay, plate reader; inhibition, % at 9.99 µM; P18177; 0.24% of 350,000 active; in the data active means inhibition above about 10%
BH1578 lux ind – quorum light induction in luxS cqsA deficient V. cholerae; V. cholerae BH1578 lux reporter, luminescence, 6 h; activation, % at 18.7 µM; 0.16% of 350,000 active; AID 588436; in the data active means activation mostly above about 9.7%, no sharp cut-off; further: not every result past the cut was called active; inactives centre near 0; reference of the scale not given here
PrPC TRFRET – reduces human prion protein on the cell surface. P04156. cell surface PrPC, TR-FRET read-out. inhibition, % at 13.8 µM. 0.43% of 370,000 active; in the data active means inhibition above about 24%; further: 0% = median of the test wells and 100% = reference compound wells
3CLpro inhibitor – SARS-CoV 3CLpro protease inhibition; AID 1706; recombinant SARS-CoV 3CLpro, quenched FRET peptide cleavage; 0.14% of 290,000 active; inhibition, % at 6 µM; P0C6X7; in the data active means inhibition above about 12%
DUSP3 inh – blocks human VHR1 dual specificity phosphatase. AID 1654. inhibition, % at 13.3 µM. recombinant VHR phosphatase, pNPP absorbance. 0.52% of 290,000 active; in the data active means inhibition above about 50%; further: some compounds called inactive have numbers as strong as hits
Target sequence (P51452 whole entry, looked up): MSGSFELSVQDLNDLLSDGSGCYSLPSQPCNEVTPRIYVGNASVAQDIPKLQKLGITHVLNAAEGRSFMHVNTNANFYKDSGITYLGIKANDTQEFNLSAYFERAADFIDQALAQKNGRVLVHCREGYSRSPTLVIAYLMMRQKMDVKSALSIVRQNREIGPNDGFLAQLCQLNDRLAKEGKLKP
Rv3671c protease – inhibits the M. tuberculosis serine protease Rv3671c; inhibition, % at 5.96 µM; P9WHR9; 0.048% of 320,000 active; in the data active means inhibition above about 38%;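 further: extracellular domain of Rv3671c used as enzyme; 0% = enzyme with DMSO and 100% = no enzyme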
Target sequence (P9WHR9 whole entry, looked up, the tested form may be a part): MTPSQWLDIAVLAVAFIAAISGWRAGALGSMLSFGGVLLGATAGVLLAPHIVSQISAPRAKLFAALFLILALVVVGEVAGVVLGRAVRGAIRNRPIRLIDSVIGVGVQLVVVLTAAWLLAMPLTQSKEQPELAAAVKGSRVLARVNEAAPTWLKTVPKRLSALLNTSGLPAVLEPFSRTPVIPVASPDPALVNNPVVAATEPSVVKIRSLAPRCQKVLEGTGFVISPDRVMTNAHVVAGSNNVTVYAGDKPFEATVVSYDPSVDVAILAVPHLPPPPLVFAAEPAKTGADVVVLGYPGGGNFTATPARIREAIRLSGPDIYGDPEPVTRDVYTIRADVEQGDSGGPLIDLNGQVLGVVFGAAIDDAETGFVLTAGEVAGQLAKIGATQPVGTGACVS
SSB-PriA inh – K. pneumoniae PriA-SSBct interaction inhibition; inhibition, % at 33 µM; AlphaScreen SSBct-PriA binding, biotinylated peptide; AID 1272365; 0.6% of 430,000 active; in the data active means inhibition mostly above about 37%, no sharp cut-off; inactive means mostly below about 20%;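 further: plate controls were negative control peptide for no effect and reference peptide for full effect; strong numbers were not always called active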
The depositor's hits bear a star; i = inactive; · = no result given; & = joins results of further samples.

SMILES	CCHFV vOTU inh	Yp Topo-I inh	MazF activator	TcdB inh	BH1578 lux ind	PrPC TRFRET	3CLpro inhibitor	DUSP3 inh	Rv3671c protease	SSB-PriA inh
OC(c1nc2ccc(F)cc2[nH]1)C(O)c1nc2ccc(F)cc2[nH]1 (configuration not stated)	8	4	15	0.3	0.8	-3	0	11	0	10
COc1cccc(/C=C/C(=O)OCC(=O)c2ccc(Br)cc2)c1	-6	-8	-3	0.7	i	3	·	·	·	·
CCCCN1CC(COCc2ccccc2)Oc2cccc(NCc3ccc(OC)cc3)c2S1(=O)=O (configuration not stated)	1	17	-5	-0.4	-0.2	4	·	·	·	-7
CSCCC1NC(=S)N(Cc2ccccc2)C1=O (configuration not stated)	1	-9	5	-1.0	-1.2	9	0	74	1	0
O=S1(=O)N=C(N2CCN(Cc3ccccc3)CC2)c2ccccc21	-4	-4	-2	·	i	2	4	7	0	-1
COc1ccc(Nc2nc(N)nc(CN3CCC(Cc4ccccc4)CC3)n2)cc1	0	-1	12	0.9	-0.2	-9	0	-5	-1	-4
CCC/C(=C1/c2ccccc2C(=O)N1c1ccccc1)c1ccc2c(c1)OCCO2	-16	1	-2	0.3	2.1	5	·	·	-10	-16
CC1=CC(=O)C(C(C)=Nc2ccccc2[N+](=O)[O-])C(=O)O1 (configuration not stated)	16	-9	13	0.5	i	-6	·	·	·	0
Cc1ccc(C)c(C(=O)NC(C)CCc2ccccc2)c1 (configuration not stated)	5	5	4	0.7	0.4	7	-1	14	2	-11
OC[C@H]1NC[C@@H](O)[C@@H]1O	7	-4	-2	-0.5	-0.7	3	·	·	2	-7
CCOC(=O)CSC1=C(C#N)C(=O)NC(c2ccc(OC)cc2)S1 (configuration not stated)	20	5	2	·	i	6	1	-6	0	-2
COc1cccc(CNC(=O)c2nnn(CC(=O)Nc3ccc(Br)cc3)c2N)c1	0	3	15	0.1	i	1	-8	13	-11	-16
O=C(Nc1ccncc1)C1COc2ccccc2O1 (configuration not stated)	10	5	-14	·	-5.0	-1	-1	-4	-1	-7
COc1ccc(NS(=O)(=O)c2ccc(NC(=O)Cc3cccs3)cc2)cc1	-2	5	5	-1.3	-2.2	4	3	-10	-14	-10
O=C(CN(c1ccccc1)S(=O)(=O)c1ccc(Cl)cc1)Nc1ccccc1C(=O)N1CCCC1	·	8	2	0.8	0.9	·	2	19	-9	-7
CCn1c(=O)cc(OCC(=O)NCCc2ccc(OC)c(OC)c2)c2ccccc21	3	0	-4	1.4	-0.2	-9	-1	0	-2	5
CC(C)c1nc(SCC(=O)N2CCCC2)c2ccccc2n1	0	15	-10	·	-0.2	-1	0	-5	-3	-3
COc1ccc(OC)c(NC(=O)c2ccc(N3C(=O)C4CC=C(C)CC4C3=O)cc2)c1 (configuration not stated)	-3	1	13	-0.1	-0.5	3	2	-2	10	-14
COc1cc(O)ccc1C=O	7	-1	10	-0.7	-0.5	9	-2	-3	-6	-18
COc1cc2cc(CN(CCCO)S(=O)(=O)c3ccccc3)c(=O)[nH]c2cc1OC	-49	4	1	·	-3.6	-3	-7	2	-12	-3
COc1ccc(C(=O)CC2(C(=O)O)CCCCC2)cc1	-2	12	3	1.0	0.3	6	-4	13	-7	-10
NC1=NN=C(N2N=C(c3ccc(Br)cc3)CC2(O)C(F)(F)F)n2ncnc2C1 (configuration not stated)	-4	3	6	-0.8	-0.2	-4	0	29	-5	1
Cc1nnc2sc(SCC(=O)N3CCCCC3)nn2c1=O	19	5	4	-1.4	i	7	0	-9	0	-4
COCCn1c(SCc2cccc(F)c2)nc2cc(C(=O)OC)ccc2c1=O	0	5	1	0.3	i	5	3	-13	·	-5
COc1ccccc1/C=C/C(=O)NCC(=O)N/N=C/c1ccccc1[N+](=O)[O-]	3	0	-13	0.3	-0.3	-18	4	34	7	·
COc1ccc(OC)c(S(=O)(=O)NC(=O)C2(C)CCN2C(=O)CC2CCCC2)c1 (configuration not stated)	-4	-14	·	-1.3	-0.1	-6	·	·	·	·
COc1cc(C(CC(=O)Nc2ncccc2C)N2Cc3ccccc3C2=O)cc(OC)c1OC (configuration not stated)	9	1	0	-0.3	i	5	-7	53*	-13	0
CCn1c2ccccc2c2cc(NC(=O)CSc3nnc(C4CC4)n3Cc3ccco3)ccc21	5	3	-3	·	i	11	3	28	-5	-17
Cc1ccc([N+](=O)[O-])cc1NC(=O)c1ccc(CSc2ccccc2)cc1	-15	-1	-5	·	-3.4	13	0	-18	7	-3
COc1ccc(-c2nnc3ccc(SCC(=O)N4CCOCC4)nn23)cc1	3	2	-1	1.4	-0.4	0	·	2	0	-6
Nc1nonc1C(=O)NC(c1ccccc1)c1ccccc1	-2	7	-3	·	4.0	12	-5	11	-5	3
Nc1cc(S(=O)(=O)Nc2ccccc2Cl)ccc1N1CCOCC1	15	3	3	0.6	-0.4	4	3	-13	3	-7
Cc1nc2c(OCC(=O)C(C)(C)C)cccn2c1N(C)Cc1cccs1	11	28	·	0.8	-3.3	-2	·	·	·	·
CCCNC(=O)COC(=O)c1n[nH]c2ccccc12	2	-10	2	0.5	-0.6	-3	4	0	1	-7
CCOc1ccc(-n2ccnc(SCC(=O)Nc3ccc(CC)cc3)c2=O)cc1	2	-12	-7	0.5	i	-2	·	·	8	7
Cc1ccc(CCC(=O)Nc2ccc(S(N)(=O)=O)cc2)o1	10	-7	1	·	i	-4	0	11	3	-4

Fetched one by one from the entries so far (3):
SMILES	CCHFV vOTU inh	Yp Topo-I inh	MazF activator	TcdB inh	BH1578 lux ind	PrPC TRFRET	3CLpro inhibitor	DUSP3 inh	Rv3671c protease	SSB-PriA inh
Cc1nc2c(OCC(=O)C(C)(C)C)cccn2c1N(C)Cc1cccs1	11	28	·	0.8	-3.3	-2	·	·	·	·
CCOc1ccc(-n2ccnc(SCC(=O)Nc3ccc(CC)cc3)c2=O)cc1	2	-12	-7	0.5	i	-2	·	·	8	7
COc1ccc(OC)c(S(=O)(=O)NC(=O)C2(C)CCN2C(=O)CC2CCCC2)c1 (configuration not stated)	-4	-14	·	-1.3	-0.1	-6	·	·	·	·

Compound profiles (already shown):
Record of Nc1nonc1C(=O)NC(c1ccccc1)c1ccccc1 → CCHFV vOTU inh = -2; Yp Topo-I inh = 7; MazF activator = -3; TcdB inh = ·; BH1578 lux ind = 4.0; PrPC TRFRET = 12; 3CLpro inhibitor = -5; DUSP3 inh = 11; Rv3671c protease = -5; SSB-PriA inh = 3
Record of COc1ccc(OC)c(S(=O)(=O)NC(=O)C2(C)CCN2C(=O)CC2CCCC2)c1 (configuration not stated) → CCHFV vOTU inh = -4; Yp Topo-I inh = -14; MazF activator = ·; TcdB inh = -1.3; BH1578 lux ind = -0.1; PrPC TRFRET = -6; 3CLpro inhibitor = ·; DUSP3 inh = ·; Rv3671c protease = ·; SSB-PriA inh = ·

Following part:
SMILES	CCHFV vOTU inh	Yp Topo-I inh	MazF activator	TcdB inh	BH1578 lux ind	PrPC TRFRET	3CLpro inhibitor	DUSP3 inh	Rv3671c protease	SSB-PriA inh
CC(C)NC(=O)CSc1nc(Cc2cccs2)nc2ccccc12	-7	3	4	·	-12	-4	-6	-4	-6	3
Cc1cccc(OCc2nnc(SCc3cc(=O)[nH]c4ccccc34)n2-c2ccccc2)c1	8	21	-6	·	-0.3	4	6	3	-10	3
COc1ccc(-c2cc(C(F)(F)F)nc(N3CCN(Cc4ccccc4)CC3)n2)cc1OC	-8	2	-7	·	i	0	-2	31	-8	-12
Cc1nn(C(=O)N(C)C)c(C)c1CN1C(=O)c2ccccc2C1=O	4	-7	0	-0.7	2.2	-2	6	8	·	3&-4
CN(C[C@H](Cc1ccccc1)N(C[C@@H](CC1CCCCC1)N(CCc1ccccc1)N=O)N=O)N=O	-3	10	-1	1.7	i	-4	1	-6	5	-3
CCn1nc(C(=O)OCC(=O)c2ccc3c(c2)OCCO3)c2ccccc2c1=O	9	16	1	·	-0.3	1	-2	11	3	4
Cc1ccc(-c2nc(Nc3ccc(N4CCOCC4)cc3)c3ccccc3n2)cc1	4	-9	1	0.8	i	7	-2	37	6	-2
CCOc1ccc(S(=O)(=O)N2CCC(C(=O)N3CCOCC3)CC2)cc1C	-4	3	-3	-0.9	-0.2	6	-8	44	-8	2
COc1nc(C)c2cc(C)oc2n1	3	-5	-4	-0.1	-0.4	-8	2	-2	-7	3
Cc1cc2c(sc3ccccc32)c(C)n1	-4	3	-3	-1.4	-0.6	3	-3	17	12	-17
O=C1c2ccccc2-c2cccnc21	2	4	-1	1.2	-1.4	2	-7	10	0	5
O=S(=O)(c1ccc(F)cc1)N1CCCC(CO)C1 (configuration not stated)	9	-4	7	·	i	1	4	20	-3	-2
Cc1ccc(C=Nc2cccnc2N)cc1	·	4	15	·	0.5	·	-7	-5	9	-11
COc1cc(CN2CCCC(C(=O)N3CCc4ccccc4C3)C2)cc(OC)c1OC (configuration not stated)	-7	-12	10	1.5	-0.2	-5	-3	-3	2	-6
CC1CCCC(C)N1CCCNC(=O)CN1C(=O)COc2ccc(S(=O)(=O)N3CCOCC3)cc21 (configuration not stated)	10	2	1	1.3	i	-5	-4	48	-6	-7
COc1cccc(C2NC(=O)CCC2[N+](=O)[O-])c1OC (configuration not stated)	4	2	-1	0.7	-0.8	1	1	83	5	0
CC1(C(=O)NS(=O)(=O)c2ccc(Cl)cc2)CCN1C(=O)Cc1ccccc1Cl (configuration not stated)	4	-4	·	-0.5	-0.4	6	·	·	·	·
CCn1cc(C(=O)N[C@@H](CCSC)C(=O)NCCCOC)c(=O)c2cc3c(cc21)OCO3	4	1	2	-0.6	-0.6	3	1	-2	-3	5
Cc1ccc(CNC(=O)c2ccc(NC(=O)CCS(=O)(=O)c3cccs3)cc2)cc1	-12	12	-45	·	i	1	3	15	-5	-12
Clc1ccc(-n2nnnc2-c2ccno2)cc1	4	-7	10	1.1	i	5	9	-15	3	6
Cc1ccc(C(=O)N/C(=C\c2ccco2)C(=O)NCc2cccnc2)cc1	25	0	0	·	-0.6	2	-4	-2	-4	12
Cn1c(SCC(=O)N2CCc3ccccc3C2)nnc1-c1cccs1	-4	-7	1	·	i	-2	-6	1	-10	-7
Cc1ccc(NC(=S)N2CCN(S(=O)(=O)c3c(F)cccc3F)CC2)cc1C	2	-8	11	0.1	-0.7	8	-2	-2	-2	0
COc1ccc(NC2=NCC(=O)N2c2ccccc2F)c(OC)c1	6	6	3	·	i	1	1	6	10	-7
Cc1ccc(CN(C(=O)c2cc(=O)c3cc(Cl)c(C)cc3o2)C2CCS(=O)(=O)C2)cc1 (configuration not stated)	-7	0	6	·	i	-2	3	28	1	6
CN(C)c1nc(Oc2ccc(N)cc2)nc(N(C)C)n1	2	-2	5	·	3.2	-2	-3	17	-6	1
CC(C)CNc1oc(-c2ccc(F)cc2)nc1C#N	-28	-2	3	0.3	-0.4	3	-4	2	8	9
CCOC(=O)CNC(=O)C1(c2ccccc2)CCCC1	-4	1	8	·	1.8	-3	2	-2	-4	-4
Cc1oc2c(cc(NS(=O)(=O)c3ccc(Cl)cc3)c3ccccc32)c1C(=O)O	1	5	-20	-0.1	i	-8	7	9	·	10
COc1ccc(S(=O)(=O)Cc2ccc(C(=O)N3CCN(c4ccc(Cl)cc4)CC3)o2)cc1	-2	-5	11	0.0	-0.5	0	3	21	2	3
Cc1ccc(C)c(C(=O)CN2C(=O)CCC2=O)c1	4	4	-4	·	24	5	1	8	-7	-17
Cc1ncoc1C(=O)Nc1ncc([N+](=O)[O-])s1	14	5	5	-0.1	-0.5	-14	-1	12	1	4&-17
COc1ccc(CNC(=O)c2cccc(NC(=O)c3ccccc3)c2)cc1	-2	5	-18	0.9	i	3	-3	26	-13	6
CCn1c(SCC(=O)Nc2ccc(NC(C)=O)cc2)nc2c1c(=O)n(C)c(=O)n2C	1	-1	-3	1.5	1.7	-4	2	18	-9	4
O=C(O/N=C1/CCCc2occc21)c1ccc(F)cc1	-3	-1	-23	-0.9	-0.7	0	3	6	1	·
CCOC(=O)C1CCN(C(=O)CCc2ccc(S(=O)(=O)NCC(C)C)cc2)CC1	-9	8	1	-0.8	i	6	-2	32	-7	-9
COc1ccccc1NC(=O)NC1CCCCCCC1	-21	-4	0	-0.8	-2.5	4	1	4	·	-3
CN(CCOc1ccc(-c2ccn(S(=O)(=O)c3c(Cl)cccc3Cl)n2)cc1)c1ccccn1	-10	0	0	·	i	-7	-2	21	-3	-4

These rows are one share of the data, so the mix of outcomes need not match the whole.
